# Source: PubChem (Johns Hopkins Ion Channel Center)
# CHT block: human CHT choline transport inhibition; B-score at 10 µM; CHT-expressing cells, membrane potential dye, choline response; stronger effect = lower value; AID 488975; 310,000 tested, 0.86% active;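 active means B-score over 3 SD under the library average, and starting fluorescence ratio not unusually high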;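 further: choline stimulus applied at its EC90 after an EC20 pre-addition; B-score computed on integrated fluorescence ratio after choline addition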
# Target sequence (Q9GZV3 whole entry, looked up): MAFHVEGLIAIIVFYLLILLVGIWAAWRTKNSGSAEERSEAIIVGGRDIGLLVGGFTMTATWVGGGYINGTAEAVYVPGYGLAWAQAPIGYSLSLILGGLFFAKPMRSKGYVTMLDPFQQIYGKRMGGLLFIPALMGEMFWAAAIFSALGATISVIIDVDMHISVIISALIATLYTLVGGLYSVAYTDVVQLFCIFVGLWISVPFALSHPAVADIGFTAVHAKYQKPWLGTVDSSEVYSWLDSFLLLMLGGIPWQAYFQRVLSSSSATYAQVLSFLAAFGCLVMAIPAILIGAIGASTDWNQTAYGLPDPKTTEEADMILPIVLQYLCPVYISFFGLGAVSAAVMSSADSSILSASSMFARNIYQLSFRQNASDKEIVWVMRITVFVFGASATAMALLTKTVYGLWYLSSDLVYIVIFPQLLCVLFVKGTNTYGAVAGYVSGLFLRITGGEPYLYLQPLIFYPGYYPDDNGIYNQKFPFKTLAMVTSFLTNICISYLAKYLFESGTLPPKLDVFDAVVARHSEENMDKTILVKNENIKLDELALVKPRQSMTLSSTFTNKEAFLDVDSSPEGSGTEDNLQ
# CHT PAM: allosterically activates the human high affinity choline transporter | CHT-expressing cells, membrane potential dye, choline EC20; stronger effect = higher value; LV-AA mutant CHT in HEK293 cells | B-score at 10 µM | 310,000 tested, 0.49% active;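 active means initial fluorescence not abnormally high and integrated response B-score, plate-corrected, over 3 SD above library mean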
# Active calls of the source: *; i = inactive.
SMILES	CHT block	CHT PAM
COc1ccc(-n2c(SCC(=O)N3CCOCC3)nc(O)cc2=O)cc1	i	i
CCOC(=O)C(CC(=O)O)=C(c1ccccc1)c1ccccc1	i	i
O=C(Nc1nnc(Cc2ccccc2)s1)c1cnccn1	i	i
CC(=O)c1ccc(OCC(O)CN2CCN(Cc3ccc4c(c3)OCO4)CC2)cc1 (stereo not given)	i	i
Cc1[nH]nc(Nc2ccccc2)c1[N+](=O)[O-]	i	i
Cc1ccc2nc(Cl)c(/C=N/NC(=O)c3ccccc3O)cc2c1	i	i
O=C(NCc1ccc(C(F)(F)F)cc1)C12CN(Cc3ccccc3)CC1C(c1cccc([N+](=O)[O-])c1)=NO2 (stereo not given)	i	i
O=C(NCCc1ccc(F)cc1)c1cc([N+](=O)[O-])ccc1N1CCOCC1	i	i
CC(C)CN(C(=O)c1cccc(S(=O)(=O)N2CCN(Cc3ccccc3)CC2)c1)C1CCS(=O)(=O)C1 (stereo not given)	i	i
S=C(NCc1ccccc1)NCc1ccc2c(c1)OCO2	i	i
CCCOc1cccc(NC(=O)c2cc(C)oc2C)c1	i	i
Cn1c(=O)c2c(nc(-n3ccnc3)n2Cc2ccccc2)n(C)c1=O	i	i
COc1ccccc1C(CNc1nc(C(F)(F)F)nc2ccccc12)N(C)C (stereo not given)	i	i
Cc1ccc(CNC(=O)CCNC(=O)c2ccco2)cc1	i	i
COc1cccc(CNC(=O)C(=O)NCC2CCCO2)c1 (stereo not given)	i	i
O=C(CN1CCN(Cc2ccccc2)C1=O)NCCCN1CCOCC1	i	i
CC(C)NC(=O)c1cc(-c2ccc3c(c2)OCO3)on1	i	i
O=c1c(CN2CCN(c3cccc(Cl)c3)CC2)coc2c(Cl)cc(Cl)cc12	i	i
CN(C(=O)c1ccc(S(=O)(=O)NC2CCCC2)cc1)C1CCCCC1	i	i
O=C(O)c1cccc(S(=O)(=O)Nc2ccc3[nH]c(=O)[nH]c3c2)c1	i	i
CCCCc1ccc(NC(=S)NCc2cccs2)cc1	i	i
COCCN(C(=O)Cc1coc2cc(C)c(C)cc12)c1c(N)n(Cc2ccccc2)c(=O)[nH]c1=O	i	i
O=C(O)CC(C(=O)OCCOc1ccccc1)N1CCOCC1 (stereo not given)	i	i
O=C(Nc1nnc(SCCN2CCOCC2)s1)C1CC(=O)N(c2ccc(F)cc2)C1 (stereo not given)	i	i
CC(C)N1CCc2c(sc(NC(=O)c3cc(-c4cccs4)nc4ccccc34)c2C(N)=O)C1	i	i
CCCCC#Cc1cncc(C(=O)N/N=C/c2ccccc2)c1	i	i
CCCC(=O)N1CCN(c2nc3c(OC)ccc(Cl)c3s2)CC1	i	i
O=C(COC(=O)CSc1nnc(-c2ccc(Cl)cc2)o1)Nc1cc(Cl)ccc1Cl	i	i
CC(C)(C)c1ccc(C(=O)Nc2cccc3c(=O)[nH][nH]c(=O)c23)cc1	i	i
S=C(c1c[nH]c2ccc(Br)cc12)N1CCOCC1	i	i
CCOc1cccc(C2/C(=C(/O)c3ccc4c(c3)CC(C)O4)C(=O)C(=O)N2CCN2CCOCC2)c1 (stereo not given)	i	i
CN(C)CCCN(C(=O)c1ccc([N+](=O)[O-])s1)c1nc2cc3c(cc2s1)OCCO3	i	i
Cc1cc(C(=O)COc2ccccc2C(N)=O)c(C)n1C	i	i
CC(=O)c1cc2c(cc1N/C(=N/S(=O)(=O)c1ccc(C)cc1)c1ccccc1)OCO2	i	i
O=C1CSC(=O)N1CCOCCN1C(=O)CSC1=O	i	i
Cc1ccc(C(C)C)c(OCC(O)CNC2CCCC2)c1 (stereo not given)	i	i
CCOC(=O)c1cc(-c2ccc(OC)cc2)nc2c1c(C)nn2CCC(N)=S	i	i
C=CCOc1ccc(/C(O)=C2\C(=O)C(=O)N(CCCOC)C2c2ccncc2)cc1 (stereo not given)	i	i
O=C(CCN1CCOCC1)N1CCc2c([nH]c3ccccc23)C1c1cccc(Cl)c1 (stereo not given)	i	i
COc1ccc(N=C2SC(CC(=O)Nc3ccc(OC)cc3OC)C(=O)N2C)cc1 (stereo not given)	i	i
Clc1ccc(/C=N/c2c(-c3ccco3)nc3ccccn23)cc1	i	i
CCCCc1nc2cc(C(=O)NCc3ccccn3)ccc2o1	i	i
CC(C)CCSc1ncnc2c1oc1nc3c(cc12)COC(C)(C)C3	i	i
Cn1c(CO)cnc1SCc1ccc(F)cc1	i	i
CC(/C=N/NC(=O)c1cc(-c2ccc(C)o2)[nH]n1)=C\c1ccccc1	i	i
Cc1cccc(CC2SC(N)=NC2=O)c1 (stereo not given)	i	i
COc1cccc(N2[C@@H](CC(=O)O)c3ccccc3S2(=O)=O)c1	i	i
CC(C)COc1ccc(-c2nnn(CC(=O)N3CCCC3)n2)cc1	i	i
CCOC(=O)C1CCN(C(=O)COc2ccc3c(c2)OCO3)CC1	i	i
O=C1CSC(c2cn(-c3ccccc3)nc2-c2cccs2)N1Cc1ccccc1 (stereo not given)	i	i
COc1ccc(C(=O)NC(NC(=O)c2ccc(OC)c(OC)c2)c2ccccc2F)cc1OC	i	i
Cc1ccc(C2CC2c2n[nH]c(=S)n2-c2ccc(Cl)cc2)cc1 (stereo not given)	i	i
Cc1cc(C)n(-c2nc3c(c(=O)[nH]c(=O)n3C)n2CC(O)COc2ccccc2C)n1 (stereo not given)	i	i
CCOc1ccc(N)c(SSc2cc(OCC)ccc2N)c1	i	i
Cc1ccc(NC(=S)NCC2CCN(C(C)c3ccccc3)C2)cc1 (stereo not given)	i	i
O=C(CNC(=O)c1ccc(S(=O)(=O)N2CCCC2)cc1)N/N=C/c1ccc(Cl)cc1	i	i
Cc1cc2oc(=O)cc(CN3CCOCC3)c2cc1C	i	i
CCOC(=O)CC1=C(C(=O)OCC)C(c2cccnc2)C(C#N)=C(N)O1 (stereo not given)	i	i
O=C(OCC(=O)N1CCN(C(=O)c2ccco2)CC1)c1ccc(S(=O)(=O)N2CCCCC2)cc1	i	i
Cc1nc(N2CCN(Cc3ccccc3)CC2)c(C#N)c2c1COC(C)(C)C2	i	i

# Next part:
SMILES	CHT block	CHT PAM
O=C(O)CCCC(=O)N1N=C(c2ccccc2)CC1c1ccc2nccnc2c1 (stereo not given)	i	i
CCCCN(C)S(=O)(=O)c1ccc(C(=O)Nc2nnc(C3=COCCO3)o2)cc1	i	i
O=C(C1=C[C@H](c2ccc(Br)cc2)C[C@H](OCc2ccc(CO)cc2)O1)N1CCOCC1	i	i
Cc1ccc(Cl)cc1NC(=S)N1CCC(c2ccccc2)C1 (stereo not given)	i	i
COc1ccc(NC(=O)CSc2nc3ccccc3c(=O)n2CCCN2CCOCC2)c(OC)c1	i	i
CC(C)(Cc1ccc(O)cc1)NC(=O)c1ccccc1	i	i
CCN(CC(=O)NCc1ccc(Cl)cc1)C(=O)c1ccc2cc(OC)ccc2c1	i	i
COc1ccc(C(=O)NNC(=O)C2(C)CC2(Br)Br)cc1 (stereo not given)	i	i
CCCn1cnc2scc(-c3ccc(C)cc3)c2c1=O	i	i
Cc1cccc(-n2c(SCc3cc(=O)n4c(C)cccc4n3)nc3[nH]ncc3c2=O)c1	i	i
C=CCn1nc2ccccc2c1OC	i	i
CCOc1ccccc1/C=N/N1CCN(Cc2ccccc2)CC1	i	i
COc1cc(Nc2c3c(nc4ccccc24)CCCC3)cc(OC)c1OC	i	i
Cc1ncc(CSc2nnnn2-c2ccccc2)c(N)n1	i	i
CCCCCCCC(=O)N/N=C(/C)c1c(O)cc(C)oc1=O	i	i
CCc1nnc(NS(=O)(=O)c2ccc(NC(=O)COc3ccc4ccccc4c3)cc2)s1	-5.83*	i
Cc1onc(-c2ccccc2)c1C(=O)N1CCN(C(=O)c2ccco2)CC1	i	i
COc1cccc(N2CC(O)=C(c3nc4ccccc4c(=O)[nH]3)C2=N)c1	i	i
CN(CC(=O)NCCc1ccccc1)S(=O)(=O)c1cccs1	i	i
CCOc1ccc(NC(=O)c2sc3nc(N4CCOCC4)c4c(c3c2N)CC(C)(C)OC4)cc1	i	i
CC(C)c1ccc(NC(=O)C2C3C=CC4(O3)C2C(=O)N(CCCN2CCCCC2)C4C(=O)NC2CCCCC2)cc1 (stereo not given)	i	i
COc1ccc(NC(=O)C(=O)NCC(c2ccco2)N2CCc3ccccc3C2)cc1 (stereo not given)	i	i
CCOc1ccc2[nH]c(=O)c(CN(CCc3ccccc3)C(=O)c3cnccn3)cc2c1	i	i
CC1CCCCN1c1ncnc2ccccc12 (stereo not given)	i	i
Cc1nc(SCCC(=O)O)c2ccccc2n1	i	i
Clc1cccc(-c2nc(-c3ccccn3)no2)c1	i	i
COc1cccc(Oc2cn[nH]c2-c2ccc(OCC(=O)NN)cc2O)c1	i	i
COc1cccc(OC)c1C(=O)NC(=S)NCc1cccnc1	i	i
O=C(CCSc1ccccc1)N1CCN(c2ccccc2)CC1	i	i
Cn1c(CNc2ccc(O)cc2)nc2ccccc21	i	i
Nc1nn2c(C(F)(F)F)cc(=O)[nH]c2c1N=Nc1cccc(F)c1	i	i
COc1ccc(N2CCN(C(=O)COc3ncnc4ccccc34)CC2)cc1	i	i
Cn1nnnc1SCC(=O)NCc1ccc2c(c1)OCO2	i	i
O=C1N(Cc2cccnc2)C[C@@H]2C[C@@H](c3cccc(OCc4ccccc4)c3)N3CCC[C@@]123	i	i
Cc1cc(C)c(NC(=S)NC(=O)c2c(Cl)c(C)nn2C)c([N+](=O)[O-])c1	i	i
COC(=O)N/N=C(\C)c1cccc(C(F)(F)F)c1	i	i
Cc1ccc(OCCn2c(=O)cnc3ccccc32)cc1	i	i
CCS(=O)(=O)N1CCc2cc(OC)c(OC)cc2C1	i	i
Nc1nnc2c(n1)CCCC2	i	i
CCN(CC)CC(O)Cn1c(-c2ccccc2Cl)nc2ccccc21 (stereo not given)	i	i
CC(C)Oc1ccc(/C(O)=C2/C(=O)C(=O)N(CCN3CCNCC3)C2c2cccc([N+](=O)[O-])c2)cc1 (stereo not given)	i	i
CCCCNCCCOc1cccc(Cl)c1	i	i
COc1ccc(-c2c(C)n([O-])c3c([n+]2=O)CCCC3)c(OC)c1	i	i
CN1CCN(C(=O)CN(C)S(=O)(=O)c2ccc(F)cc2)CC1	i	i
O=C(O)CN1C(=O)C(=O)N(Cc2c(F)cccc2Cl)C1=O	i	i

# Some of these compounds in order of heavy-atom count, lowest first:
SMILES	CHT block	CHT PAM
Nc1nnc2c(n1)CCCC2	i	i
CN1CCN(C(=O)CN(C)S(=O)(=O)c2ccc(F)cc2)CC1	i	i
CC(C)Oc1ccc(/C(O)=C2/C(=O)C(=O)N(CCN3CCNCC3)C2c2cccc([N+](=O)[O-])c2)cc1 (stereo not given)	i	i

# (list continues)
SMILES	CHT block	CHT PAM
Cc1ccc(C(=O)O)cc1S(=O)(=O)N1CCCC1	i	i
COc1ccc(OC)c(C(=O)COC(=O)CN2C(=O)NC3(CCCCC3C)C2=O)c1 (stereo not given)	i	i
COC(=O)c1ccccc1NC(=O)CSc1nnnn1C1CCCCC1	i	i
CCOC(=O)c1ccccc1N/C=C/C(=O)c1cccs1	-8.51*	i
Cc1cccc(NC(=O)CCN2C(=O)c3cccc([N+](=O)[O-])c3C2=O)c1	i	i
COc1ccc(CCNC(=O)c2ccn[nH]2)cc1OC	i	i
O=c1c2ccccc2nnn1Cc1nnc(-c2ccccc2Br)o1	i	i
CCCNc1nc(N2CCOCC2)nc(N2CCOCC2)n1	i	i
OCCN1CCN(CC(O)COc2ccc3c(c2)OCO3)CC1 (stereo not given)	i	i
COc1ccc(-c2cc(C(=O)O)nc3ccc4ccccc4c23)cc1OC	i	i
O=C(NCCN1CCOCC1)Nc1ccc(Cl)cc1	i	i
Cc1csc2nc(CSc3nc4ccccc4o3)cn12	i	i
O=C(Nc1ccc(-n2ccnc2P(=O)(O)c2ccccc2)cc1)c1ccccc1Br	i	i
Cc1nn(-c2cc(N3CCNCC3)ccc2[N+](=O)[O-])c(=O)c2ccccc12	i	i
CCOc1ccccc1N1CCN(S(=O)(=O)c2ccc3c4c(cccc24)C(=O)N3)CC1	i	i

# Filtered by structure, the compounds so far containing bromine (5)
SMILES	CHT block	CHT PAM
S=C(c1c[nH]c2ccc(Br)cc12)N1CCOCC1	i	i
O=C(C1=C[C@H](c2ccc(Br)cc2)C[C@H](OCc2ccc(CO)cc2)O1)N1CCOCC1	i	i
COc1ccc(C(=O)NNC(=O)C2(C)CC2(Br)Br)cc1 (stereo not given)	i	i
O=c1c2ccccc2nnn1Cc1nnc(-c2ccccc2Br)o1	i	i
O=C(Nc1ccc(-n2ccnc2P(=O)(O)c2ccccc2)cc1)c1ccccc1Br	i	i

# Continuation:
SMILES	CHT block	CHT PAM
CCOC(=O)c1ccc(NC(=O)C2CC2)cc1	i	i
C=CCNC(=O)C1CCN(c2ccc(S(=O)(=O)N3CCOCC3)cc2Cl)CC1	i	i
Cn1c(=O)c2c(nc(SCC(=O)NCc3ccc4c(c3)OCO4)n2Cc2ccc(Cl)cc2)n(C)c1=O	i	i
CCOc1ccc(C(F)(F)F)cc1NC(=O)c1ccc(OC)c([N+](=O)[O-])c1	i	i
CC(C)CN1CCN(Cc2cc3ccccc3[nH]2)CC1CCO (stereo not given)	i	i
Cc1[nH]c2ccccc2c1C(=O)CN1CCCC1	i	i

# In a second layout: entries from further up
> COc1ccc(CCNC(=O)c2ccn[nH]2)cc1OC
  CHT block: i; CHT PAM: i
> O=c1c2ccccc2nnn1Cc1nnc(-c2ccccc2Br)o1
  CHT block: i; CHT PAM: i
